Screens as filed in PubChem.
Fam108B inh: counter-screen for RBBP9 inhibitors: inhibitors of mouse Fam108B; recombinant Fam108B, FP-Rh probe fluorescence polarization; inhibition, % at 9.51 µM; 300,000 tested, 0.33% active;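 active = inhibition above the screen mean inhibition plus 3 SD, computed separately per campaign, cut at about 18% in these data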;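 note: inhibitors lower polarization as less probe binds the enzyme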
MCL1-BIM inh: disrupts human MCL1 binding to BIM-BH3 peptide | Q07820 | AID 2057 | 320,000 tested, 0.68% active | GST-MCL1 / FITC-Bim-BH3 fluorescence polarization | inhibition, % at 10.9 µM;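 active = inhibition above the mean inhibition of all tested compounds plus 3 SD, set per campaign, cut at about 40% in these data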;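 note: 0% = DMSO wells and 100% = unlabeled Bim-BH3 peptide control; higher means more loss of mP so more displacement of Bim peptide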
PME-1 inh: blocks human protein phosphatase methylesterase 1. recombinant PME-1, FP-Rh probe fluorescence polarization. inhibition, % at 5.9 µM. 320,000 tested, 0.53% active. AID 2130;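 active = inhibition above the campaign mean of all compounds plus 3 SD, cut at about 26% in these data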;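 note: competitive labeling of PME-1 active site by serine hydrolase directed probe; 0% = PME-1 with DMSO and 100% = wells lacking PME-1 enzyme; inhibitors block probe labeling so polarization falls and inhibition rises; many of its hits are not listed in these tables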
Target sequence (Q9Y570 whole entry, looked up): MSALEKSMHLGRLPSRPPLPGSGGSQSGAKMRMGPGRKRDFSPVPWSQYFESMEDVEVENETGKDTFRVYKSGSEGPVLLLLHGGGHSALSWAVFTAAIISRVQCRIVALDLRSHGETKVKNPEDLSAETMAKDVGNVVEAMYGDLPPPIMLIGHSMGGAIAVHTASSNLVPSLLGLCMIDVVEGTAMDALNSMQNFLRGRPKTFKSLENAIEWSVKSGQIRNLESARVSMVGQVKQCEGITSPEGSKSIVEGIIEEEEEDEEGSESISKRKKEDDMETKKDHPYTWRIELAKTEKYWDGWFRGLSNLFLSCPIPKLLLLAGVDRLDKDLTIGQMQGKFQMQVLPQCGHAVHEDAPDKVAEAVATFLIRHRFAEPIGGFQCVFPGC
GRK2 inh: blocks RNA aptamer binding to human GRK2; inhibition of aptamer binding, % at 10 µM; bead flow cytometry, FAM-aptamer displacement from GRK2; 330,000 tested, 0.59% active; P25098;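 active = inhibition of aptamer binding above 40%, roughly 3 SD of noise, on plates passing a quality check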;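 note: median bead fluorescence of bound FAM aptamer so fluorescent compounds give negative values; no value below 0 was filed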
GLD-1 TGE inh: GLD-1-TGE RNA interaction inhibition (C. elegans) | Q17339 | purified GLD-1 + fluorescein TGE RNA, fluorescence polarization | inhibition, % at 5.96 µM | 320,000 tested, 0.44% active | AID 2280;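 active = percent inhibition above a per-plate cutoff, the plate mean of test compounds plus 3 SD, cut at about 30% in these data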;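 note: 0% = DMSO wells with GLD-1 and probe and 100% = wells lacking GLD-1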
Target sequence (Q17339 whole entry, looked up): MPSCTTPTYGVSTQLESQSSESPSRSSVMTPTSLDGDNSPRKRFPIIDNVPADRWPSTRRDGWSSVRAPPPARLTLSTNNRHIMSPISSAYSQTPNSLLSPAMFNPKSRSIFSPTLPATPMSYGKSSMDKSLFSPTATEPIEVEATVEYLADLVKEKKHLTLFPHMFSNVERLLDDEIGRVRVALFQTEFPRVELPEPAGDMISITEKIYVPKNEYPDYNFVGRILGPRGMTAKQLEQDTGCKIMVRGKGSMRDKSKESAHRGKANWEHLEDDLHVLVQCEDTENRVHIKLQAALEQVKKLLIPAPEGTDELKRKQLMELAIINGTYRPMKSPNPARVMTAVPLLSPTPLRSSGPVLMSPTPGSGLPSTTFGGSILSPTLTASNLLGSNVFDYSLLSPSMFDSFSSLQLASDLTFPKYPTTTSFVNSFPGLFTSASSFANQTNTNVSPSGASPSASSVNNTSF
Efflux pump inh: antifungal efflux pump inhibition, Nile Red retention; S. cerevisiae Candida pump triplex; inhibition, % at 10 µM; 330,000 tested, 0.44% active; AID 485275;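 active = plate passing quality check with inhibition over a set limit, or well fluorescence over plate mean plus 4 SD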;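 note: Nile Red retained in pooled yeast measured as flow cytometry median fluorescence; 0% = buffer negative control and 100% = Enniatin B positive control; higher means more Nile Red kept so more efflux inhibition; some compounds called inactive have numbers as strong as hits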
BCLXL inh: inhibitors of human Bcl-xL | AID 2129 | inhibition, % at 10.9 µM | GST-Bcl-xL / FITC-Bim BH3 peptide fluorescence polarization | 320,000 tested, 0.7% active | Q07817;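 active = inhibition above the mean of all tested compounds plus 3 SD, cutoff set per campaign, cut at about 30% in these data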;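 note: 0% = DMSO wells and 100% = unlabeled Bim-BH3 peptide competitor; inhibitors lower millipolarization by displacing the labeled peptide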
Target sequence (Q07817 whole entry, looked up): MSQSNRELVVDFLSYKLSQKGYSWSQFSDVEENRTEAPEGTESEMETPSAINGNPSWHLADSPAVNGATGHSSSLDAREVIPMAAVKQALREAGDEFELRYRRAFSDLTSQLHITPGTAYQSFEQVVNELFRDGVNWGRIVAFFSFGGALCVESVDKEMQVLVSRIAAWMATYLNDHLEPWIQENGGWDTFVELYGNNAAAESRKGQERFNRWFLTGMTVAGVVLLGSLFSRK
MEX-5 binding: C. elegans MEX-5 TCR-2 RNA binding activity. Q9XUB2. AID 1832. 300,000 tested, 0.38% active. activity score (negative = inhibition of binding), % at 10 µM. MEX-5/FITC-TCR2 RNA binding, fluorescence polarization; hits give low values;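 active = inhibition past about -25% in most replicates, and total fluorescence under double the plate's negative control median, limit read from the data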;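 note: 0% = DMSO and -100% = 5 µM competing unlabeled TCR2 RNA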
VLA-4 inh: inhibition in a human VLA-4 binding assay; P13612; VLA-4 expressing cells, ligand binding flow cytometry; inhibition, % (about 7 µM as worked out from the volumes in the protocol); 330,000 tested, 0.2% active; AID 2557; in the data active = inhibition above about 50%
* = called active by the depositor; · = no result given. The list is partial; count on the stated rates, not on these rows.

SMILES	Fam108B inh	MCL1-BIM inh	PME-1 inh	GRK2 inh	GLD-1 TGE inh	Efflux pump inh	BCLXL inh	MEX-5 binding	VLA-4 inh
CN(C(=O)c1ccc2c(=O)n3c(nc2c1)CCCCC3)c1ccccc1	-5	1	-6	0	-2	0.3	0	-2.8	-4
COc1ccc(CNC(=O)CN(C(=O)c2snc(C(N)=O)c2N)c2ccc(OC)c(OC)c2)cc1	2	6	7	2	0	-0.1	7	0.4	-11
COc1ccccc1-n1c(SCC(=O)N2CCCCC2)nnc1-c1ccccc1O	1	-4	0	2	2	-0.1	1	2.1	12
CC(C(=O)NCCS(=O)(=O)c1ccc(Cl)cc1)S(=O)(=O)c1ccccc1 (stereo unspecified)	0	2	5	2	0	-0.1	1	0.7	0
COc1cc(/C=N/n2c(COc3ccccc3)n[nH]c2=S)cc(OC)c1OC(C)=O	3	-22	2	1	2	0.0	-12	1.5	-1
CC[C@H](C)[C@H](NC(N)=O)C(=O)Nc1ccccc1F	-1	-13	0	0	-4	0.0	-10	-1.0	11
CC(=O)NCC(=O)N(c1ccccc1)C1(C(=O)NC2CCCCC2)CCCCC1	3	9	-5	4	-5	-0.1	8	-0.9	-1
Cc1cc(OCC(=O)NCc2nc(-c3ccccc3)no2)c(C)cc1Br	-6	8	-4	0	-7	0.2	3	0.1	-7
CCOC(=O)CNC(=O)c1cnn2cccnc12	-2	0	-6	2	7	-0.1	0	2.5	20
O=C1c2ccccc2NC(c2ccccc2Br)N1CCCN1CCOCC1 (stereo unspecified)	1	0	1	0	7	-0.3	4	-0.2	7

Retrieved by compound from above:
SMILES	Fam108B inh	MCL1-BIM inh	PME-1 inh	GRK2 inh	GLD-1 TGE inh	Efflux pump inh	BCLXL inh	MEX-5 binding	VLA-4 inh
CN(C(=O)c1ccc2c(=O)n3c(nc2c1)CCCCC3)c1ccccc1	-5	1	-6	0	-2	0.3	0	-2.8	-4
O=C1c2ccccc2NC(c2ccccc2Br)N1CCCN1CCOCC1 (stereo unspecified)	1	0	1	0	7	-0.3	4	-0.2	7
COc1ccccc1-n1c(SCC(=O)N2CCCCC2)nnc1-c1ccccc1O	1	-4	0	2	2	-0.1	1	2.1	12
CCOC(=O)CNC(=O)c1cnn2cccnc12	-2	0	-6	2	7	-0.1	0	2.5	20

(further entries)
SMILES	Fam108B inh	MCL1-BIM inh	PME-1 inh	GRK2 inh	GLD-1 TGE inh	Efflux pump inh	BCLXL inh	MEX-5 binding	VLA-4 inh
Cc1cccc(NC(=S)NCc2ccncc2)c1C	-1	9	0	1	-5	-0.1	8	-0.3	14
CCC(C)(C)NC(=O)C(c1cccn1C)N(C(=O)Cn1nnc2ccccc21)c1ccc(F)cc1 (stereo unspecified)	-1	7	2	2	4	0.1	4	-0.6	-1
COc1cc(/C=N/OCC(=O)Nc2cc(C)on2)ccc1OCc1ccccc1	-4	-6	-4	0	-6	-0.1	0	1.9	-8
O=C(O)CCCC(=O)NCCCCc1ccccc1	3	5	-1	0	3	0.3	3	-3.8	-4
COc1ccccc1Nc1nc(N2CCCC2)nc(N2CCOCC2)n1	5	3	6	0	3	0.0	6	0.3	-4
Cc1ccc(S(=O)(=O)N2CCN(C(=O)C(C)Cn3cncn3)CC2)cc1 (stereo unspecified)	-3	-4	0	2	-3	0.1	3	1.7	11
O=C(Cn1c(-c2ccc(Cl)cc2)noc1=O)N1CCN(c2ccccc2F)CC1	-3	6	0	0	1	0.1	3	0.4	-4
COC(=O)CSc1nc(C(C)C)nc2ccccc12	0	8	-1	1	3	-0.2	4	2.2	6
CC(C)(C)C(=O)Nc1ccc(N2CCN(S(C)(=O)=O)CC2)cc1	-2	7	-1	4	3	0.2	3	2.3	6
O=C(c1cccc(O)c1)N1CCN(C(=O)C2CC2)CC1	·	·	·	0	2	0.2	·	·	7
CCc1ccc(-c2nc(CN3CCCC(C(=O)NCCc4ccc(OC)c(OC)c4)C3)c(C)o2)cc1 (stereo unspecified)	1	9	-1	0	1	0.1	7	1.6	6
CN(C)c1ccc(C(=O)n2nnc3ccccc32)cc1	0	3	8	4	-6	-0.2	9	-0.7	7
N#CC1(NC(=O)COC(=O)CCCN=C2NS(=O)(=O)c3ccccc32)CCCCC1	0	-13	1	1	10	-0.1	-12	-2.2	-7
COC(=O)CCCCC1SCC(NC(=O)OC)C1NC(=O)OC (stereo unspecified)	1	49*	1	0	-3	0.2	6	0.7	6
CCC(C)(C(=O)NC1CCCC1)N(C)C(=O)Cc1c[nH]c2ccccc12 (stereo unspecified)	2	-2	-2	3	3	0.2	5	0.2	3
COc1ccccc1CNC(=O)C1CCN(S(C)(=O)=O)CC1	-2	7	0	3	-2	-0.1	9	-0.6	-8
NC(N)=NNC(=O)c1ccccc1Cl	-2	2	1	0	9	0.1	2	-2.5	15
O=C(NCc1ccncc1)NC1CCCCC1	5	0	-5	0	-1	-0.1	1	-1.3	5
O=C(c1cc2ccccc2o1)N(Cc1ccco1)Cc1cccs1	-1	-2	-7	2	-1	0.1	0	3.1	-2
COc1cccc(C(=O)N(Cc2ccco2)Cc2cc3cccc(C)c3[nH]c2=O)c1	2	-2	-1	0	6	0.2	5	0.3	-1
Cc1cccc(NC(=O)C2CCCN(C(=O)Nc3ccccc3)C2)c1C (stereo unspecified)	2	4	3	3	-3	0.0	3	1.4	5
Cn1c(CNC(=O)c2ccccc2F)nnc1SCC(=O)Nc1nncs1	0	-2	0	0	-3	0.2	0	3.7	2
O=C1C2C3C=CC(C2C(=O)N1CCO)C1C(=O)N(CCO)C(=O)C31 (stereo unspecified)	0	7	-4	1	-1	-0.1	4	-0.8	10
NS(=O)(=O)c1ccc(NC(=S)NCc2cccs2)cc1	0	10	-8	0	0	0.4	1	-0.9	12
CC(NC(=O)C1CCCN(C(=O)N(C)C)C1)c1ccccc1 (stereo unspecified)	8	10	2	0	-3	-0.1	1	0.6	·
O=C(COc1ccc2ccccc2c1Br)NCc1ccccn1	0	1	3	3	-4	0.0	0	-0.1	-19
O=C(Cn1cc(/C=N/NC(=O)c2ccccc2Br)c2ccccc21)Nc1ccc(F)cc1	-10	-7	-18	2	2	0.1	1	1.5	2
CCOc1ccc(NC(=O)CNc2ccc(C)cc2Cl)cc1	1	1	2	5	5	0.1	2	-1.9	12
Cc1csc(NC(=O)c2cccc([N+](=O)[O-])c2C(=O)O)n1	-4	6	-4	2	3	-0.1	1	1.7	-3
CN(C)c1nc(OCC(=O)NC(C)(C)C)nc(N(C)C)n1	2	1	-2	1	7	0.0	2	0.8	12
Cc1cc(C)nc(Sc2nc(C)nc3c2oc2ccccc23)n1	0	7	1	3	-3	0.0	5	-2.7	5
COc1ccc(COC(=O)C2=C(C)NC(=O)NC2c2ccc(OC)c(OC)c2)cc1 (stereo unspecified)	2	-1	5	2	-2	-0.2	-2	-4.2	20
O=C(CSc1nnnn1-c1ccc(F)cc1)NCc1cccs1	4	1	1	0	-2	-0.1	1	·	3
Cc1ccc2oc(=O)n(CC(=O)OCCC(C)C)c2c1	4	1	1	0	5	-0.2	4	-2.2	-2
CCCCNC(=O)C1c2cc(OC)c(OC)cc2C(=O)N(C)C1c1ccc(OC)cc1 (stereo unspecified)	2	0	-5	0	-1	0.1	4	0.2	13
Cc1ccc(C)c(N2C(=O)C3C4C=CC(CC4)C3C2=O)c1 (stereo unspecified)	5	-4	-3	1	9	0.0	1	1.6	-74
CCN1CCN(C2=C(NS(=O)(=O)c3ccc(NC(C)=O)cc3)C(=O)c3ccccc3C2=O)CC1	1	14	5	0	3	-0.2	11	1.1	3
CC([NH2+][O-])C(C)(C)NO (stereo unspecified)	-1	-7	4	3	-1	-0.1	-4	4.4	1
O=[N+]([O-])c1cccc(CN2CCCCCC2)c1	0	11	-4	0	-3	0.0	9	0.6	-11
O=C(NCC1CCCO1)C1CCCN1C(=O)Nc1ccc(Cl)cc1 (stereo unspecified)	-1	3	6	1	3	-0.1	3	-1.7	15
CCCN(C(=O)COC(=O)c1cc(CC)c(C)s1)c1c(N)n(Cc2ccccc2)c(=O)[nH]c1=O	-1	-8	-1	4	4	0.1	-3	2.2	-4
Cc1ccc(OCCNC(=O)CCNS(=O)(=O)c2ccc3ccccc3c2)cc1	·	-2	1	2	7	0.1	1	·	-2
CC(=O)c1cccc(NC(=O)c2ccc(NS(C)(=O)=O)cc2)c1	2	-3	-4	3	4	0.0	1	-1.2	3
O=C(COC(=O)c1cnc(Cl)c(Cl)c1)NCc1ccco1	-4	11	2	20	4	-0.1	6	-1.6	-3
COc1ccc(-c2nc(CN3CCN(C(=O)c4ccco4)CC3)c(C)o2)cc1OC	2	5	-4	1	-2	-0.1	6	0.0	-10
COC(=O)CCC(=O)Nc1ccc(C)cc1OC(=O)CCC(=O)OC	4	5	4	2	2	0.0	-1	-0.7	-1
CCCCc1cn([C@@H](CCCCNC(=O)OC(C)(C)C)C(=O)N2CCN(C(=O)OC(C)(C)C)CC2)nn1	1	-4	-4	0	3	0.2	6	-0.6	30
COc1ccc(NC(=O)CSc2nnc(-c3ccccn3)n2N)cc1	5	9	8	3	2	0.0	7	-2.0	-11
CCOc1cc(-c2cc(-c3ccccc3)nc(N)c2C#N)ccc1O	-10	1	6	3	1	-0.1	-1	0.4	-9
COc1ccc(NC(=O)CSc2nc3c(c(=O)[nH]2)CCC3)cc1OC	1	3	-4	1	-6	0.0	4	0.0	1
(list continues)
SMILES	Fam108B inh	MCL1-BIM inh	PME-1 inh	GRK2 inh	GLD-1 TGE inh	Efflux pump inh	BCLXL inh	MEX-5 binding	VLA-4 inh
CC(=O)Nc1ccc(N2C(=O)CC(Sc3nc4ccccc4s3)C2=O)cc1 (stereo unspecified)	-4	-2	-2	1	2	0.3	6	-1.6	2
O=C1NCCOC(=O)[C@@H](Cc2ccc(F)cc2)CC/C=C/C[C@H]1CC(=O)N(CCO)Cc1ccccc1	·	·	·	0	2	-0.5	·	·	1
Cc1ccc(NC(=O)/C(=C\c2cccnc2)NC(=O)c2ccco2)cc1	4	29	-7	1	29	0.0	89*	-2.9	7
COc1ccc(-n2cc(CNCc3cnc4ccccn34)c(-c3cccc(F)c3)n2)cc1	4	-1	-1	0	-5	-0.2	6	-37*	-3
O=C(Cc1ccccc1)NCC(=O)N1CCN(c2ccccc2)CC1	3	-3	-3	0	4	0.0	1	-0.7	4
CCOC(=O)c1cn(Cc2ccc(Br)cc2)nn1	-1	6	-1	4	8	3.4	7	1.7	-3
COc1ccc(NC(=O)CN(C)C(=O)c2ccc(NC3CC3)c([N+](=O)[O-])c2)cc1	3	3	3	0	-2	0.0	0	-4.2	7
COc1ccc(COC(=O)C2=C(C)NC(=O)NC2c2ccccc2)cc1 (stereo unspecified)	0	5	4	1	0	-0.1	6	-0.8	10
Cc1cc(C)n2nc(SCc3nnc(SCc4ccccc4C)s3)nc2n1	2	1	8	1	5	-0.1	3	-0.1	14
Clc1ccc(CSc2ncn(-c3ccccc3)n2)cc1	1	5	17	0	6	-0.1	7	0.8	-4
CC(OC(=O)c1cccc(S(=O)(=O)N2CCCCC2)c1)C(=O)NC1CCCCC1C (stereo unspecified)	-4	2	-6	0	-1	0.1	0	-5.1	3
CC1=C(C(=O)Nc2ccccc2)C(c2ccccc2)N2C(=O)CSC2=N1 (stereo unspecified)	-4	1	-1	0	6	0.0	4	3.1	3
Cc1ccc(NS(=O)(=O)c2cccc3cccnc23)cc1Cl	-5	2	8	1	-24	0.0	-1	1.5	1
Cc1ccc(C)c(NC(=O)C(=O)NCCCN2CCOCC2)c1	1	15	0	1	6	0.1	5	-1.1	2
